FUS suppressor: FUS proteinopathy suppression in yeast; actives 0.24% (n = 390,000); Potency, µM (highest dose often 76.6 µM), for inactives: top-dose growth rescue (activation), usual class: activators; S. cerevisiae FUS-expressing, growth rescue, OD600, 24 h;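 further: potency means the concentration at half of the fitted maximal effect; plate controls were DMSO vehicle for no effect and reference control for full effect; nearly all actives have a fitted effect of over 55% in size; some results filed as inactive show a strong effect at the top dose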
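S. cerevisiae expressing FUS from galactose induction served as the toxicity model. Growth after 24hr at 30C, read as absorbance at 600 nm, indicates suppression of toxicity; compounds dosed at several concentrations.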
Abeta yeast res: restores growth of yeast expressing A-beta42 peptide | actives 0.063% (n = 410,000) | yeast expressing A-beta42, growth rescue, OD600, 48 h; response scale: 0% DMSO, 100% iron-clioquinol control | Potency, µM (highest dose often 46.1 µM), without a hit: at the top dose growth rescue, usual class: activators; further: potency means the concentration at half of the fitted maximal effect; nearly all actives have a fitted effect of over 55% in size
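Yeast A-beta toxicity model in growth medium with pinned compounds, 48 h at 30 C; growth read as absorbance at 600 nm. Normalized to FeCl3/clioquinol equimolar mix (positive) and DMSO (negative).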
EPAC1 antagonist: EPAC1 (human) antagonism; O95398; EPAC1 GEF assay, Rap1b-BODIPY-GDP exchange fluorescence; Potency, µM (titrated, usually from 115 µM), for the others: top-dose activity change, negative = inhibition, usual class: inhibitors; actives 0.14% (n = 360,000); AID 720709;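 further: potency means the concentration at half of the fitted maximal effect; plate controls were vehicle for no effect and positive control for full effect; nearly all actives have a fitted effect of over 50% in size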
Target sequence (O95398 whole entry, looked up): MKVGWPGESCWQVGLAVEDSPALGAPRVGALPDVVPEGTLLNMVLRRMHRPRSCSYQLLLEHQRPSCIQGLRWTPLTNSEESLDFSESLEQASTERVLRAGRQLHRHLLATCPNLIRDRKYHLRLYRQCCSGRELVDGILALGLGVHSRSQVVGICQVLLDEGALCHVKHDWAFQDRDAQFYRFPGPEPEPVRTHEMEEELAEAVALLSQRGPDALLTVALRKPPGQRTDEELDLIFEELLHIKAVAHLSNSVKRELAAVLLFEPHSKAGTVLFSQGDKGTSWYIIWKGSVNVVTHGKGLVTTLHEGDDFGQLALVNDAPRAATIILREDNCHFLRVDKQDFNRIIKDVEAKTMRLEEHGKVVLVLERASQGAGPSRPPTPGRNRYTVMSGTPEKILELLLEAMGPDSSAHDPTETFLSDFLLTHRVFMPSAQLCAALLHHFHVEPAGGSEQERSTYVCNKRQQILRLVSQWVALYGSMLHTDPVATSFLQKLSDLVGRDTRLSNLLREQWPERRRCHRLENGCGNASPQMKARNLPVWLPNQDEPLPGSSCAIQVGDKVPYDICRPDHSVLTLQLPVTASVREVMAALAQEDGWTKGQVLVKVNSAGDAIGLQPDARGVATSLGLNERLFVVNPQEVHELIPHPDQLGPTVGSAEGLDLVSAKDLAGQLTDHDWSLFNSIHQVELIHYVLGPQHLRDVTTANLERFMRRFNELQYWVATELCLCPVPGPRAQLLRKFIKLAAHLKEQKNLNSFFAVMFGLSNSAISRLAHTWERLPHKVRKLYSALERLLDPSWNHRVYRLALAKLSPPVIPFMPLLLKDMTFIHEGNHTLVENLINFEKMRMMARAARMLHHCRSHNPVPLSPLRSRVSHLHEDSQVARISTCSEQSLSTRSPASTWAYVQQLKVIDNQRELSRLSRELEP
IL2 activator: IL-2 activation; actives 0.065% (n = 360,000); IL-2 activation reporter assay, cell-based qHTS; stimulated with anti-CD3/CD4/CD28 beads; in transgenic mouse T cells; activation, % (series mostly up to about 46 µM); in the data active means activation above about 50%; inconclusive means mostly about 30% to 49%; further: 0% is about no effect
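Screening format: compound pinned onto unstimulated transgenic mouse T cells, 60 min incubation, then anti-CD3/anti-CD4/anti-CD28 bead stimulation for 18 hours at 37 degrees C, followed by EGFP and DsRed detection.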
PI5P4K alpha inh: inhibitors of human PI5P4K alpha; P48426; PI5P4Kalpha enzyme, ADP-Glo luminescence, 60 min; active compounds read low; max response, %; actives 1.2% (n = 330,000); AID 652105; active means max response of -50% or lower; inconclusive means between -30% and -50%; inactive means -30% or higher; further: value at the top dose of about 77 µM; on the % scale 0 is the no-effect control and ±100 the full control effect
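Compounds were pin-transferred onto PI5P4Kalpha and substrate in HEPES pH 7.4 buffer with EGTA, CHAPS and 5% DMSO. ATP (5 microM final) started the reaction, which ran 60 minutes at room temperature before ADP-Glo detection.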
WRN helicase inh: WRN helicase (human) inhibition | Q14191 | Potency, µM (top dose mostly 114 µM), inactives show top-dose activity change, negative = inhibition, actives largely listed as inhibitors | WRN helicase unwinding, fluorescent forked duplex, kinetic | AID 651768 | actives 0.46% (n = 360,000); further: potency means the concentration at half of the fitted maximal effect; on the % scale 0 is the no-effect control and ±100 the full control effect; nearly all actives have a fitted effect of over 55% in size
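WRN at 20 nM final preincubated with compound 15 min at room temperature; reaction started with 100 nM fluorophore/quencher forked duplex oligonucleotide and 2 mM ATP final. Unwinding followed kinetically by red fluorescence (ex 525, em 598 nm).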
EPAC1 agonist: activates human EPAC1 exchange factor | O95398 | EPAC1 agonist qHTS, biochemical assay; response scale: 100% = response to 6.5 mM cAMP | Potency, µM (doses to about 154 µM), inactives show at the highest dose activation, usual class: activators | actives 0.073% (n = 360,000) | AID 720707; further: potency means the concentration at half of the fitted maximal effect; nearly all actives have a fitted effect of over 60% in size
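Compounds were pinned as a concentration titration into mixtures of EPAC1 (100 nM), BODIPY-GDP-loaded Rap1B (250 nM) and GDP (50 uM). After 5 min at room temperature, fluorescence was followed for 30 min; activity was scaled to 6.5 mM cAMP.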
aSyn rescue: rescues yeast growth from alpha-synuclein toxicity. Potency, µM (highest dose often 46.1 µM), without a hit: at the highest dose growth rescue (activation), most hits filed as activators. actives 0.14% (n = 370,000). Yeast expressing alpha-synuclein, growth rescue, BacTiter-Glo, 24 h; further: potency means the concentration at half of the fitted maximal effect; % of control where 0% means no effect; nearly all actives have a fitted effect of over 65% in size
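Galactose-induced alpha-syn yeast (OD600=0.02, raffinose-pregrown) + pinned cpd, 24 hr, 30 deg C; growth by BacTiter-Glo luminescence. Growth restoration scores as activation.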
PLK1 PBD block: PLK1 (human) polo-box domain binding inhibition; actives 2.8% (n = 360,000); Plk1 PBD binding of FITC phosphopeptide, fluorescence polarization; P53350; Potency, µM, inactives show max response, negative = inhibition, hits mostly inhibitors; further: potency means the concentration at half of the fitted maximal effect; series mostly up to about 57 µM; on the % scale 0 is the no-effect control and ±100 the full control effect; nearly all actives have a fitted effect of over 65% in size
Active calls of the source: *; ? = inconclusive; . = no result given; [ ] = remark or other dose. Unless noted, the call rests on the fitted dose curve; in most records, active means well fitted curve in the direction sought with a large enough effect; inconclusive means small, poorly fitted or top-dose-only effect, or another doubt; inactive means no such curve, though single readings can be large; an effect the other way counts as inactive or inconclusive.

SMILES	FUS suppressor	Abeta yeast res	EPAC1 antagonist	IL2 activator	PI5P4K alpha inh	WRN helicase inh	EPAC1 agonist	aSyn rescue	PLK1 PBD block
CCCCC(=O)Nc1cc([N+](=O)[O-])ccc1Cl	.	-15%	-23%	0.5	6	21%	-9%	-13%	-10%
O=C(COc1ccc(C(F)(F)F)cc1[N+](=O)[O-])Nc1cccc(C(F)(F)F)c1	-8%	-6%	-5%	-1.5	6	4%	-7%	2%	-3%
Cc1nn(-c2ccccc2)c2c1c(C)c(CCC(=O)N1CCOCC1)c(=O)n2C	-18%	-6%	-12%	-4.8	-2	5%	-19%	7%	-18%
CC1(C)Oc2ccc(C(=O)NC3CC3)cc2N(CC(=O)N2CCOCC2)C1=O	-2%	9%	9%	0.5	0	-2%	3%	.	1%
O=C(COC(=O)COc1ccc2ccccc2c1)Nc1cc(C(F)(F)F)ccc1N1CCOCC1	31%	14%	?	1.7	20	-8%	-6%	2%	0%
COC(=O)c1cc(=O)nc(NN=Cc2ccco2)s1	-4%	-8%	-27%	0.1	-20	5%[57.1 µM]	-8%	-13%	-1%
CCC1CCC(C(=O)NC(CCSC)C(=O)NCCN(CC(C)C)CC(C)C)CC1 (stereo not drawn)	0%	-2%	6%	-0.3	-7	-1%	-4%	-2%	-9%
COC(=O)[C@]12CCCCC=C1N(Cc1ccc3c(c1)OCO3)C(=O)[C@H](CC(=O)NCc1cccc3ccccc13)C2	?	3%	-4%	-0.8	-2	1%	13%	1%	-7%
COc1ccc(NC(=O)CSc2nc3n[nH]c(C)c3c(=N)n2-c2ccc(Cl)c(C)c2)cc1OC	7%	19%	1%	-2.9	0	-5%	1%	0%	-5%
Cc1cccc(N2CC(C)Cn3c2nc2c3c(=O)[nH]c(=O)n2C)c1 (stereo not drawn)	7%	12%	-10%	-0.3	3	5%	-10%	5%	-4%
CN(C)S(=O)(=O)c1ccc2c(c1)C(=O)c1cc(S(=O)(=O)N(C)C)ccc1CC2	14%	1%	-21%	-0.7	.	.	1%	.	.
O=C(CNC(=O)c1ccccc1Br)N/N=C/c1ccccc1O	24%	-5%	-2%	0.8	1	2%	1%	1%	-8%
FC(F)(F)c1cccc(N2CCCCC2)c1	-31%	-11%	2%	0.7	-2	7%	-4%	-1%	-1%
Cc1nc(SCc2ccc(Cl)cc2)ncc1C(=O)O	-24%	-18%	-12%	0.3	-3	-6%	11%	2%	-7%
CC(Sc1nc(N2CCOCC2)nc(N2CCOCC2)n1)C(=O)Nc1ccccc1 (stereo not drawn)	1%	1%	-7%	2.1	-1	-7%	-4%	1%	-1%
CCOc1ccccc1Nc1nnc(SCC(=O)NC(=O)c2cccn2C)s1	1%	-3%	13%	-4.0	-12	-4%	1%	-5%	-7%
O=C(CCCN1C(=O)c2ccccc2C1=O)N1CCC(c2ccccc2)C1 (stereo not drawn)	17%	6%	4%	0.1	-1	7%	-4%	.	-3%
CC(C)c1ccccc1NC(=O)Nc1nnc([C@H]2C[C@H](O)[C@@H](CO)O2)s1	-13%	1%	-2%	1.3	-2	-9%	2%	3%	-8%
O=C(COC(=O)c1ccc2ncsc2c1)Nc1cc([N+](=O)[O-])ccc1Cl	.	-2%	-12%	-2.0	-24	-28%	15%	-2%	-2%
Cc1ccc(OCCNC(=O)c2cccc(S(=O)(=O)N3CCN(C)CC3)c2)cc1	-16%	-16%	-10%	1.0	1	1%	12%	-4%	-13%
COC(=O)[C@@H](NC(=O)NCc1ccccc1F)C(C)C	-15%	17%	7%	0.9	.	-4%	9%	-9%	4%
CC(C#N)Sc1ncnc2sc(-c3ccccc3)cc12 (stereo not drawn)	2%	5%	-2%	-3.0	14	-5%	7%	0%	-4%
COc1ccc(CNc2ccc(C)cc2)cc1Br	17%	7%	-6%	5.8	3	-12%	6%	1%	-7%
O=C(COC(=O)/C=C/c1ccccc1[N+](=O)[O-])NNC(=O)c1ccc(F)cc1	0%	5%	10%	0.4	0	2%	7%	-9%	-6%
CCN(CC)S(=O)(=O)c1cccc(-c2n[nH]c(=S)n2CC(C)C)c1	27%	-7%	6%	4.5	-10	4%	-2%	-2%	-9%
Additional compounds
SMILES	FUS suppressor	Abeta yeast res	EPAC1 antagonist	IL2 activator	PI5P4K alpha inh	WRN helicase inh	EPAC1 agonist	aSyn rescue	PLK1 PBD block
O=C1C(C=NCCN2CCOCC2)=C(O)c2ccccc21	37%	-3%	21%	1.5	8	7%	-4%	-8%	-11%
O=C(NCCN1CCCC(O)C1)c1cc(COc2c(F)cccc2F)on1 (stereo not drawn)	5%	-3%	15%	-2.3	-1	-3%	-3%	0%	-15%
COc1ccc(C(=O)NCC(=O)NCC(=O)OCC(=O)c2ccc(C)cc2)cc1	.	0%	7%	-2.9	-4	-25%	3%	-6%	-4%
CC1OC(CCc2cccc(Cl)c2)Cc2[nH]c(=S)[nH]c(=O)c21 (stereo not drawn)	-10%	-9%	-9%	0.3	-11	-5%	-5%	0%	-15%
CC(=O)N(c1cccc(C)c1)C1SC(=O)N(c2ccccc2)C1=O (stereo not drawn)	-28%	?	-2%	1.2	-7	-24%	-4%	9%	24µM*
CC(NC(=O)c1cccc(S(=O)(=O)N2CCc3ccccc3C2)c1)c1ccco1 (stereo not drawn)	.	0%	-8%	-0.7	2	4%	4%	2%	2%
O=C(CN(c1ccc(F)cc1)S(=O)(=O)c1ccccc1)Nc1ccccc1C(=O)O	-7%	6%	0%	-0.4	-19	-7%[57.1 µM]	5%	-1%	-22%
COCCCNCCOCCOc1ccc(C)cc1[N+](=O)[O-]	2%	-15%	-5%	-0.6	1	-5%	3%	1%	0%
Cc1c(C(=O)N2CC3(CC(c4cccc(NC(=O)[C@H]5CCC(=O)N5)c4)=NO3)C[C@@H]2C(N)=O)cc([N+](=O)[O-])cc1[N+](=O)[O-] (stereo partly drawn)	6%	-1%	6%	0.8	-7	-1%	-9%	2%	1%
Cc1cccc(-c2nc(Nc3ccc(N4CCOCC4)cc3)c3ccccc3n2)c1	.	-16%	?	0.4	4	-7%	10%	-10%	-1%
COc1ccccc1NC(=S)NCc1ccc(F)cc1	3%	20%	-8%	-0.4	2	1%	7%	0%	-17%
C=CCN(CC=C)C(=O)CN1C(=O)NC(C)(c2ccc3cc(OC)ccc3c2)C1=O (stereo not drawn)	-1%	-14%	-9%	2.1	1	2%[57.1 µM]	-4%	0%	0%
O=C(COC(=O)C1=COCCO1)Nc1ccc([N+](=O)[O-])cc1C(F)(F)F	-17%	18%	4%	0.0	1	3%	12%	-8%	-3%
CC(=O)c1ccc(N2CCN(C(=O)C3CCCN3S(=O)(=O)c3cccc4nsnc34)CC2)cc1 (stereo not drawn)	-4%	-1%	-4%	2.3	-3	3%	-7%	7%	4%
O=C(Nc1ccc(S(=O)(=O)Nc2ncccn2)cc1)c1ccc(F)c(S(=O)(=O)N2CCOCC2)c1	24%	9%	16%	-1.8	-15	-3%	1%	-5%	30µM*
CCOC(=O)C1(C(=O)OCC)C(c2ccccc2)CC(O)N1C(C)=O (stereo not drawn)	3%	-15%	-1%	-0.1	-3	-1%[57.1 µM]	-5%	-5%	-4%
COc1ccc(CC(=O)NNC(=S)NCC2CC2)cc1OC	17%	-17%	7%	0.3	-1	1%	1%	0%	2%
CN(CCc1cn[nH]c1)C(=O)CC1C(=O)NCCN1Cc1ccccc1C(F)(F)F (stereo not drawn)	-4%	0%	-11%	0.5	6	-2%	6%	2%	-10%
COc1ccccc1Nc1nnc(Cc2ccccc2)c(=O)[nH]1	12%	-7%	10%	-2.2	-1	4%	-6%	0%	0%
CCCOC(=O)CSC1=C(C#N)C(c2ccccc2OC)C(C#N)C(=O)N1 (stereo not drawn)	36%	-11%	1%	-0.5	-7	-20%	1%	13%	-14%
Cc1noc(C)c1-c1nc(CS(=O)(=O)c2ccc(Cl)cc2)no1	-21%	-12%	1%	-4.0	-3	-6%	5%	-8%	0%
O=C(NC(=S)Nc1ccc(Br)cc1F)C1CCCCC1	-15%	10%	-3%	0.5	-1	-23%	8%	-1%	-13%
COc1ccccc1-n1c(=O)c(C#N)c(-c2ccc([N+](=O)[O-])cc2)c2cc(C(=O)c3cc(F)ccc3O)cnc21	11%	-10%	7%	-0.1	1	9%	7%	-6%	-19%
CC(C)(C)c1ccc(C(O)c2ncc(-c3ccccc3F)[nH]2)cc1 (stereo not drawn)	11%	?	-9%	0.2	3	-5%	-11%	7%	-7%
CC(C)Sc1nc2c([nH]1)c(=N)ncn2Cc1ccccc1	-9%	-41%[inhibitor]	?	1.0	2	-2%	6%	-7%	-12%
O=C(c1cnn(-c2ccccc2)c1)c1cc(Br)ccc1O	.	-5%	-8%	0.2	4	9%	-1%	-2%	0%
CN(C)/C=N/c1c(C#N)cnn1-c1ncnc2sc(-c3ccccc3)cc12	18%	-13%	-1%	-0.4	0	2%	14%	12%	-2%
COc1ccc(CNC(=O)[C@@H](NC(=O)C2CCN(C(=O)[C@@H](N)CC(C)C)CC2)C(C)C)cc1	4%	-5%	9%	-0.5	0	6%	3%	5%	4%
O=C(OCCN1CCCC1=O)c1cncc(Br)c1	-4%	-3%	1%	-3.2	.	-4%	-2%	3%	0%

Whole records from above:
Shown for O=C(OCCN1CCCC1=O)c1cncc(Br)c1 → FUS suppressor: -4%; Abeta yeast res: -3%; EPAC1 antagonist: 1%; IL2 activator: -3.2; PI5P4K alpha inh: .; WRN helicase inh: -4%; EPAC1 agonist: -2%; aSyn rescue: 3%; PLK1 PBD block: 0%
Shown for COc1ccc(CC(=O)NNC(=S)NCC2CC2)cc1OC → FUS suppressor: 17%; Abeta yeast res: -17%; EPAC1 antagonist: 7%; IL2 activator: 0.3; PI5P4K alpha inh: -1; WRN helicase inh: 1%; EPAC1 agonist: 1%; aSyn rescue: 0%; PLK1 PBD block: 2%
Shown for COc1ccc(C(=O)NCC(=O)NCC(=O)OCC(=O)c2ccc(C)cc2)cc1 → FUS suppressor: .; Abeta yeast res: 0%; EPAC1 antagonist: 7%; IL2 activator: -2.9; PI5P4K alpha inh: -4; WRN helicase inh: -25%; EPAC1 agonist: 3%; aSyn rescue: -6%; PLK1 PBD block: -4%
